Screens: PubChem, National Center for Advancing Translational Sciences (NCATS)
p53ts 32C tox – qHTS Screen for Compounds that Selectively Target Cancer Cells with p53 Mutations: Cytotoxicity of p53ts Cells at the Permissive Temperature | H1299-p53A138V at 32C, ATP luminescence viability, 24 h | Potency, µM (titrated, usually from 46.1 µM), for the others: at the highest dose activity change, negative = cytotoxicity, usual class: cytotoxic | 130,000 compounds, 0.93% hits | AID 924, 2007;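 further: 0% = DMSO and -100% = full killing by reference compound; nearly all actives have a fitted effect of over 55% in size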
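ATP-content luminescence (ATPlite) read-out after 24 h compound exposure at 32C in H1299-p53A138V cells (600/well). Tested up to 46 uM. Normalized to DMSO (0%) and 100 uM tamoxifen (100% killing); Hill-fit AC50.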
p53ts 39C tox – qHTS Screen for Compounds that Selectively Target Cancer Cells with p53 Mutations: Cytotoxicity of p53ts Cells at the Nonpermissive Temperature. H1299-p53A138V viability at 39C, ATP luminescence, 24 h. 130,000 compounds, 1.5% hits. Potency, µM (titrated, usually from 46.1 µM), inactives show at the highest dose activity change, negative = cell killing, usual class: cytotoxic; further: nearly all actives have a fitted effect of over 55% in size
Imprint erasure – qHTS Assay for Compounds that Induce Erasure of Genomic Imprints. mouse ES Peg3-LacZ reporter, beta-gal luminescence, 40 h. Potency, µM (titrated, usually from 60.7 µM), without a hit: top-dose activity change, positive = activation, most hits filed as activators. 110,000 compounds, 0.02% hits;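 further: 0% = negative control wells on the plate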
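Gelatin-coated wells received 300 freshly trypsinized female ES cells with a Peg3LacZ-Neo reporter on the maternal allele, then incubated 40 hours at 37C. BetaGlo was added for 5 minutes at room temperature before a single luminescence read.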
IkB signaling – IkB Signaling | Potency, µM (titrated, usually from 57.1 µM), without a hit: at the highest dose IkBa stabilization activation | ABC-DLBCL IkBa-CBG/CBR dual luciferase ratio, 4 h; response scale: scaled: untreated 0%, proteasome inhibitor 100% | 110,000 compounds, 0.04% hits; active means well fitted curve in the direction sought with a large enough effect in the signal ratio, not every such curve was filed as active; inconclusive means small, poorly fitted or top-dose-only effect, or a change in a side signal; the % refers to the signal ratio;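 further: the direction sought is a rising ratio; 0% = basal untreated cells and 100% = reference inhibitor full response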
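Curves were fitted separately to fusion (green), unfused (red) and ratio luminescence, then classed by r2, magnitude and activity. Cells: OCI-Ly3, 4 h compound plus doxycycline at 37C; 10 uM MG-132 defined full response.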
Numbers without * were called inactive; u = inconclusive; x = no result given; [ ] = remark or other dose. Unless noted, the call rests on the fitted dose curve; in most records, active means well fitted curve in the direction sought with a large enough effect; inconclusive means small, poorly fitted or top-dose-only effect, or another doubt; inactive means no such curve, though single readings can be large; an effect the other way counts as inactive or inconclusive. Unless noted, on the % scale 0 is the no-effect control and ±100 the full control effect; potency means the concentration at half of the fitted maximal effect.

SMILES	p53ts 32C tox	p53ts 39C tox	Imprint erasure	IkB signaling
COc1ccc(Cl)cc1NC(=O)CCN1C(=O)c2ccccc2Sc2ncccc21	-3%	0%	-11%[10.9 µM]	u
O=C(Nc1ccccc1Cl)N1CCN(c2ccc3nnc(-c4ccccc4)n3n2)CC1	u	33%[activator]	-40%[inhibitor]	-1.4%
Cc1ccc(C)c(NC(=O)CSc2nnc(CCCCCNC(=O)OC(C)(C)C)o2)c1	u	-1%	-16%	u
CN(Cc1ccccc1)C(=O)CN(c1ccc(F)cc1)S(=O)(=O)c1ccc2c(c1)OCCO2	13%	3%	x	x
CCCC(=O)NCCCc1nc2ccccc2n1C(C)C	10%	4%	-10%	0.2%
COc1cc(OC)c(NC(=O)Cn2cnc3sc(C)c(S(=O)(=O)N4CCC(C)CC4)c3c2=O)cc1Cl	4%	31%[activator]	-10%[10.9 µM]	u
COc1ccc(NC(=O)Cn2nnc(C(=O)Nc3ccc(F)c(Cl)c3)c2N)cc1OC	7%	15%	17%[10.9 µM]	0.0%
Cc1ccc(CN2C(=O)CCC2C(=O)N2CCN(c3ccc(F)cc3)CC2)cc1 (stereo not drawn)	5%	-5%	-26%	-0.4%
COc1ccc(CNC(=O)CCc2c(C)nc3c(c2C)c(=O)n(C)c(=O)n3C)cc1	4%	-14%	-7%[10.9 µM]	0.7%
Cc1cccn2c(=O)c(C=Nc3ccc(Cl)cc3)c(NCCO)nc12	6%	-8%	-18%	u
CC(=O)N1CCc2c(sc3c2c(=O)n(-c2ccc(C)cc2)c(=O)n3Cc2c(F)cccc2Cl)C1	6%	-2%	-13%[10.9 µM]	2.1%
CC1(C)CC(=O)C(C=NCCN2CCN(C(=O)NC34CC5CC(CC(C5)C3)C4)CC2)=C(O)C1	0%	9%	-2%	-3.6%
COc1ccccc1OCCn1c(NC(=O)c2ccccc2)nc2ccccc21	-23%	22%	-16%[10.9 µM]	-1.8%
Fc1ccc(-c2noc3ncnc(NCC4CCN(Cc5ccc(Cl)cc5)CC4)c23)cc1	3%	u	-2%[10.9 µM]	u
CCc1ccccc1NC(=O)C1CCN(c2nn3c(=O)cc(C)nc3s2)CC1	2%	-18%	-2%[10.9 µM]	3.1%
CC1CCCN(CCCNC(=O)c2cn(C)c3ccc(S(=O)(=O)N(C)C4CCCCC4)cc3c2=O)C1 (stereo not drawn)	-10%	12%	-11%[10.9 µM]	0.0%
Cc1ccc(-n2cc(-c3ccccc3)c3c(N4CCC(C)CC4)ncnc32)cc1Cl	3%	6%	-7%[10.9 µM]	-0.9%
O=c1c2c(nc3nc(Cc4ccccc4)[nH]n13)CCC2	-1%	11%	-5%	-1.4%
CCOC(=O)c1cccc(NC(=O)c2cc3cc4cc(OC)ccc4nc3s2)c1	2%	-22%	-12%[10.9 µM]	u
O=C(CN1CCN(C(=O)c2ccccc2)CC1)Nc1ccc(Br)cn1	-3%	1%	-8%	9.4%
O=C(Cn1ncc2c3ccccc3n(Cc3ccc(Cl)cc3)c2c1=O)N1CCCCCC1	6%	-13%	-14%[10.9 µM]	u
O=C(NCCCN1CCOCC1)C1(c2ccccc2)CCCC1	11%	0%	-7%	-0.6%
COc1cc(C)nc(OCCNS(=O)(=O)c2cc(C)ccc2C)n1	0%	-1%	4%	1.4%
Cc1ccc2cc3c(N)nn(C(=O)c4cccc(F)c4)c3nc2c1	-2%	-10%	12%[10.9 µM]	u
Cc1ccc(/C=C/c2onc(C)c2S(=O)(=O)N2CCC(C(=O)N(CCC(C)C)Cc3ccco3)CC2)cc1	-2%	-7%	17%[10.9 µM]	-0.3%
SMILES	p53ts 32C tox	p53ts 39C tox	Imprint erasure	IkB signaling
Cc1cc(-c2nnc(SCc3ccccn3)o2)no1	-1%	1%	-15%	-1.8%
O=C(NCc1ccco1)c1ccc(COc2cccc3ccccc23)cc1	-4%	-5%	x	x
Cc1ccc(Cn2c(CNS(=O)(=O)c3cccc([N+](=O)[O-])c3)nc3cccnc32)cc1	3%	-18%	6%[10.9 µM]	-1.2%
COC(=O)CC(=O)CSc1nc2cc(C(=O)NC(C)C)ccc2c(=O)n1CCc1ccccc1	5%	u	-7%[10.9 µM]	-3.0%
CS(=O)(=O)N1CCN(Cc2ccccc2C(F)(F)F)CC1	-6%	9%	-9%	-0.9%
CN(C)S(=O)(=O)N1CCC(N2CCN(Cc3ccc(F)cc3)C(=O)C2=O)CC1	11%	-23%	-10%[10.9 µM]	-3.2%
COc1ccc(NC(=O)COC(=O)c2ccc(Br)o2)cc1OC	4%	-7%	-11%	0.5%
CCOC(=O)c1sc(NC(=O)C2CCCO2)c(C(=O)OCC)c1C (stereo not drawn)	3%	3%	-7%	2.5%
C[C@H](O)C(=O)Nc1c(I)c(C(=O)NC(CO)CO)c(I)c(C(=O)NC(CO)CO)c1I	2%[20.6 µM]	1%[20.6 µM]	28%[16.8 µM]	0.3%[25.6 µM]
CCc1nccn1S(=O)(=O)c1ccc(OC)c(OC)c1	-1%	-5%	-6%	-2.0%
CCc1nn(CCCC(=O)N2CCN(c3cccc(OC)c3)CC2)c(=O)c2cc3occc3n12	5%	-13%	-16%[10.9 µM]	-0.3%
CO[C@H]1COC(=O)C/C=C\[C@@H](C)[C@H](OC)COC(=O)[C@H]2CCCN2C(=O)C/C=C\[C@@H]1C	-4%[9.22 µM]	3%[9.22 µM]	x	x
COc1ccccc1N1CCN(C(=O)C2CCN(S(=O)(=O)c3c(C)noc3/C=C/c3ccc(C)cc3)CC2)CC1	11%	-19%	8%[10.9 µM]	u
CCOc1ccc2nc(NC(=O)CS(=O)(=O)c3ccccc3)sc2c1	-1%	5%	-14%	-5.4%
CNS(=O)(=O)c1cn(CC(=O)N2CCN(c3ccccc3OC)CC2)cc1S(=O)(=O)NC	2%	25%	2%[10.9 µM]	-1.0%
Cc1[nH]c2ccccc2c1Cc1nnc(SCC(=O)NCc2ccco2)o1	-2%	11%	-29%	u
CCCCCCC(=O)N(O)C1CC(=O)N(c2ccc(Br)cc2)C1=O (stereo not drawn)	-17%	-2%	u	22%
COCCCNC(=O)CCn1c(=O)c2ccccc2n(CC(=O)Nc2ccccc2C)c1=O	4%	-12%	-10%	-1.0%
Cc1cccc(C)c1NC(=O)Cn1c(=O)n(CCC(=O)NCc2ccco2)c(=O)c2sccc21	-5%	-6%	-7%	0.0%
Cc1cc(N2CCCC2)n2nc(C)nc2n1	-1%	-1%	-10%	-4.3%
Cc1cc(NC(=O)C2C3C(=O)N(CC4CCCO4)C(C(=O)NCc4ccccc4)C34C=CC2(C)O4)no1 (stereo not drawn)	-7%	3%	x	x
COc1ccc2c(c1)OC13CCN(C)CC1C2C(C(=O)c1ccc(F)cc1)C(=O)N3 (stereo not drawn)	-2%	-11%	-2%	4.3%
Cc1noc(C)c1CSc1ncnc2ccccc12	1%	7%	-15%	-0.6%
O=S(=O)(c1ccccc1)N1CCC2(CCN(Cc3ccncc3)CC2)CC1	u	-25%	x	1.3%[11.4 µM]
Cc1cccc(NC(=O)CSc2ncc3c(n2)-c2cc(Cl)ccc2N(C)S3(=O)=O)c1C	-2%	-12%	-5%[10.9 µM]	-4.2%

Next section; the last six above are carried over.
SMILES	p53ts 32C tox	p53ts 39C tox	Imprint erasure	IkB signaling
Cc1cc(N2CCCC2)n2nc(C)nc2n1	-1%	-1%	-10%	-4.3%
Cc1cc(NC(=O)C2C3C(=O)N(CC4CCCO4)C(C(=O)NCc4ccccc4)C34C=CC2(C)O4)no1 (stereo not drawn)	-7%	3%	x	x
COc1ccc2c(c1)OC13CCN(C)CC1C2C(C(=O)c1ccc(F)cc1)C(=O)N3 (stereo not drawn)	-2%	-11%	-2%	4.3%
Cc1noc(C)c1CSc1ncnc2ccccc12	1%	7%	-15%	-0.6%
O=S(=O)(c1ccccc1)N1CCC2(CCN(Cc3ccncc3)CC2)CC1	u	-25%	x	1.3%[11.4 µM]
Cc1cccc(NC(=O)CSc2ncc3c(n2)-c2cc(Cl)ccc2N(C)S3(=O)=O)c1C	-2%	-12%	-5%[10.9 µM]	-4.2%
Cc1ccc(C)c(N2CCN(C(c3ccc(F)cc3)c3nnc(-c4ccccc4)o3)CC2)c1 (stereo not drawn)	13%	-5%	-9%[10.9 µM]	u
CCOCN(C(=O)Cn1c(C(C)O)nc2ccccc21)c1c(C)cccc1CC (stereo not drawn)	12%	44%[activator]	x	x
Cc1ccc(CSc2nc3cc(C(=O)NC4CCCC4)ccc3c(=O)n2Cc2ccccc2)cc1	-5%	11%	-9%[10.9 µM]	2.3%
COc1ccc2c(c1)sc1ncc(C(=O)NCc3ccccc3F)c(=O)n12	0%	-21%	-4%[10.9 µM]	0.5%
Cc1oc(/N=C/c2ccc3c(c2)OCO3)c(C#N)c1C	-5%	0%	-6%	2.9%
OC[C@H]1O[C@@H](O[C@@H]2[C@@H](CO)O[C@](O)(CO)[C@H]2O)[C@H](O)[C@@H](O)[C@H]1O	-10%	-13%	-8%	x
COc1ccc(C(=O)Cn2nnc(-c3cccs3)n2)cc1	-3%	4%	x	3.2%
COC(=O)c1cccnc1-n1c(=O)c2cccnc2n(Cc2cccc(OC)c2)c1=O	12%	-7%	-16%	-2.7%
CN(C)c1ccc(-c2cncnc2NCc2cccnc2)cc1	1%	-9%	-9%	-1.6%[11.4 µM]
Cc1ccc(C(=O)Nc2ccc(S(=O)(=O)N(Cc3ccccc3)c3ccccc3)cc2)cc1	-5%	-3%	-22%[10.9 µM]	-1.5%
CN1CCOc2cc(S(=O)(=O)Nc3ccc(F)cc3)ccc21	-3%	-7%	-13%	1.1%
O=S(=O)(NCCS(=O)(=O)N1CCN(c2ccccc2)CC1)c1ccccc1	6%	-11%	24%[10.9 µM]	-1.8%
COc1ccc(CC(NC(C)=O)C(=O)N2CCN(C(=O)Nc3cccc(Cl)c3)CC2)cc1OC (stereo not drawn)	-1%	9%	x	x
COc1ccc(CNC(=O)c2ccc3nc(CCc4ccccc4)oc3c2)cc1	4%	-17%	-45%[inhibitor][10.9 µM]	-2.1%
COc1cccc(NC(=O)CSc2nc3ccccc3c(=O)n2CCCC(=O)N2CCCC2)c1	0%	-8%	4%	-2.4%
O=C(c1ccc(S(=O)(=O)N2CCC(c3nc4ccccc4s3)CC2)cc1)N1CCOCC1	-3%	-3%	-6%	0.1%
COCCCNC(=O)CCC(=O)Nc1ccc2nc(N3CCOCC3)cc(C)c2c1	7%	-2%	-8%	-0.8%
CC(Oc1ccccc1)C(=O)Nc1ccccc1C(=O)OCc1cc(=O)n2nc(C3CC3)sc2n1 (stereo not drawn)	11%	-3%	-18%[10.9 µM]	-0.7%
O=C(O)c1ccccc1-c1ccccc1C(=O)Nc1ccc2c(c1)Cc1ccccc1-2	0%[9.22 µM]	9%[9.22 µM]	-3%[10.9 µM]	1.1%[11.4 µM]
O=c1cc(-c2ccccc2)n2c(SCc3cccc([N+](=O)[O-])c3)nnc2[nH]1	15%	-2%	-13%[10.9 µM]	9.5%
Nc1nc(-c2cccs2)cs1	0%[9.22 µM]	6%[9.22 µM]	-16%[10.9 µM]	0.6%[11.4 µM]
COc1ccc(/C(=C/c2ccc(OC(F)F)c(OC)c2)C(=O)O)cc1OC	-21%	5%	x	x
Cc1cc(Cl)c(S(=O)(=O)NC(C(=O)O)c2ccccc2)cc1OCC(N)=O (stereo not drawn)	0%	2%	4%	0.4%
Oc1c([C@H](Nc2ccccn2)c2ccccc2)ccc2cccnc12	-16%[9.22 µM]	u	-15%[10.9 µM]	4.8%[11.4 µM]
COc1ccc(NC(=O)CSc2c3c(nc4ccc(Cl)cc24)CCCC3)cc1Cl	-12%	u	-5%[10.9 µM]	u
COc1cccc(C(=O)N2CCN(C(=O)c3cccc(F)c3)CC2)c1	4%	8%	11%	1.9%
CCn1c(N2CCN(CC(=O)c3c[nH]c4ccccc34)CC2)nc2c1c(=O)[nH]c(=O)n2C	5%	0%	-30%[inhibitor]	0.8%

Reformatted with two lines to a compound: entries from further up
Fields – p53ts 32C tox, p53ts 39C tox, Imprint erasure, IkB signaling
COc1cccc(NC(=O)CSc2nc3ccccc3c(=O)n2CCCC(=O)N2CCCC2)c1
 : 0%, -8%, 4%, -2.4%
O=C(c1ccc(S(=O)(=O)N2CCC(c3nc4ccccc4s3)CC2)cc1)N1CCOCC1
 : -3%, -3%, -6%, 0.1%
